# H9c2 TAG inh: inhibitors of triacylglycerol accumulation, primary screen, cell-based, uHTS, fluorescence, H9c2; inhibition, % at 12.5 µM; H9c2 cells, Nile Red lipid (TAG) fluorescence; cells loaded with 200 µM oleic acid; 230,000 tested, 0.66% active; AID 651582, 2012;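 active = pattern-corrected inhibition of lipid staining of at least 50% with the nuclear-stain viability signal not falling by more than 50%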;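 also: 0% = DMSO wells and 100% = triacsin C control wells; some results filed as inactive read as strong as hits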
# H9c2 TAG inh DAPI viability: further read-out of H9c2 TAG inh, marked with its call; DAPI nuclei signal change (viability), lower = more cytotoxic, %;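 whole-well DAPI fluorescence read on a plate reader as a viability signal; minus 50 percent equals half of cells still viable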
# Starred values were filed as active, the others as inactive. An excerpt. The share of hits here may be higher or lower than overall.
# Start of the data: the first 2 records, to show the layout:
SMILES,H9c2 TAG inh,H9c2 TAG inh DAPI viability
CCn1nc(C)cc1C(=O)NC1CC(C)(C)Cc2c1cnn2-c1cccc(F)c1 (stereo unspecified),16,-4
CCC(CO)Oc1cc(NCc2ccccc2Cl)c2ncn(C(C)C)c2c1 (stereo unspecified),5,6

# All compounds of this part (from the top)
SMILES,H9c2 TAG inh,H9c2 TAG inh DAPI viability
CCn1nc(C)cc1C(=O)NC1CC(C)(C)Cc2c1cnn2-c1cccc(F)c1 (stereo unspecified),16,-4
CCC(CO)Oc1cc(NCc2ccccc2Cl)c2ncn(C(C)C)c2c1 (stereo unspecified),5,6
Cc1ccc(N2CC(C(=O)Nc3cc(C(F)(F)F)ccc3N3CCCC3)CC2=O)cc1 (stereo unspecified),14,-8
O=C(CCCCCN1C(=O)c2ccccc2C1=O)Nc1ccc2c(c1)OCCO2,-1,0
CC(C)(C)c1csc(Sc2ccc([N+](=O)[O-])cn2)n1,18,-13
COCCCN1C(=O)C(CC(=O)NCc2ccco2)CC(C(=O)N2CCOCC2)=C1C (stereo unspecified),-2,-1
Cc1cc(NC(c2cccnc2)c2ccc3cccnc3c2O)no1 (stereo unspecified),19,-2
O=C(NCC(=O)N1CCC(Cc2ccccc2)CC1)c1ccc(Cl)cc1,0,-3
CCOc1ccc(S(=O)(=O)NCCC(=O)NCCOc2ccccc2OC)cc1,-8,-14
CCCCn1c(N)c(N(CC)C(=O)c2cccc(OC)c2)c(=O)[nH]c1=O,8,0
Cc1cccc(OCC(=O)Nc2ccc(S(=O)(=O)N3CCCC3)cc2)c1,-31,4
Cc1ccccc1-c1nc(NC(C)C)nc2ccsc12,-5,10
O=C1c2cccc3cccc(c23)C(=O)N1CCCCCc1n[nH]c(=S)o1,-15,27
COc1ccc2[nH]c(=O)c3c(c2c1)OC(C)(C)C=C3,6,-9
O=C(NN=C1CCCCCCCCCCC1)c1cccnc1,-4,7
O=C(Nc1ccc(S(=O)(=O)N2CCOCC2)cc1)c1ccco1,3,6
CC(=O)C1=C(O)C(=O)N(c2nccs2)C1c1ccccc1 (stereo unspecified),4,4
CC(=O)Nc1ccc(S(=O)(=O)N(CC(=O)Nc2cc(C)on2)Cc2ccc(F)cc2)cc1,-8,6
Cc1ccc(NC(=S)Nc2ccccn2)c(C)c1,-12,-9
O=C(NCc1ccncc1)Nc1ccc2c(c1)OCO2,-12,-3
CCN1C(N(C)C)=NC[C@@H]1Cc1ccccc1,-8,5
Cc1ccc(S(=O)(=O)Nc2cc(C)nn2-c2ccccc2)cc1,5,-13
O=C(O)c1cc2c(cc1NC(=O)C1CCCC1)OCCO2,14,-6
O=C(NN=Cc1ccc2c(c1)OCO2)c1ccccc1,-10,0
CCC(CO)N=CC1=C(O)CC(C)(C)CC1=O (stereo unspecified),6,-5
C/C(=N\OC(=O)NC1CCCCC1)c1sc(-c2ccccc2)nc1C,6,-8
COc1ccc(-c2nnc(NC(=O)CS(=O)(=O)c3ccc(F)cc3)o2)c(OC)c1,-3,0
Cc1ccc(N(CC(=O)NCCSCc2ccco2)S(=O)(=O)c2ccc(C)cc2)cc1,27,-10
O=C(Cn1ncc2c1-c1ccccc1OC2)N(Cc1ccco1)C1CCCCC1,-20,30
COC(=O)c1ccc(NC(=O)Nc2ccc(OC)c(OC)c2)cc1,-4,-5
COC(=O)CNS(=O)(=O)c1ccc(OC)cc1,-9,13
Cc1occc1-c1nnc(SCC(=O)N(C)c2ccccc2)o1,9,12
NC(=O)c1ccc(NC(=O)COC(=O)C2(c3cccc(F)c3)CCCC2)cc1,9,3
CC(CNC(=O)c1ccc(OC2CCN(Cc3ccccn3)CC2)cc1)Oc1cccnc1 (stereo unspecified),-6,8
COc1ccc(NC(=O)CSCC(=O)Nc2ccc(C)c(S(=O)(=O)N3CCCCCC3)c2)cc1,5,-6
Cc1cccc(C(=Cc2ccc([N+](=O)[O-])cc2)C(=O)O)c1,0,0
CC(=O)N1C(=O)C2(NCC(C)N2)c2ccccc21 (stereo unspecified),7,8
O=C(NNC(=O)c1cccc(S(=O)(=O)N2CCc3ccccc32)c1)c1ccccc1,-15,-1
O=C(CN(Cc1ccc2c(c1)OCO2)C(=O)CSc1nc2ccccc2o1)NC1CCCCC1,-15,12
CC1CC1C(=O)OCC(=O)NC(=O)NCc1ccco1 (stereo unspecified),-10,1
CCOC(=O)C1(CCCc2ccccc2)CCN(C(=O)Cc2nonc2C)CC1,-9,6
Cc1c(NC(=O)COC(=O)Cn2cc(C(F)(F)F)ccc2=O)cccc1[N+](=O)[O-],-16,3
C/C(=N/NC(N)=S)c1cc2ccc(O)cc2oc1=O,-11,14
COc1ccc(C(C#N)=Cc2cccc(OC)c2OC)cc1,9,-10
O=c1cnnc(N/N=C/c2cccs2)[nH]1,27,5
O=C(NCc1ccc(F)cc1)C1CC(=O)N(Cc2ccco2)C1 (stereo unspecified),14,-5
FC(F)C(F)(F)C1=CC(c2ccccc2)=NCCN1,3,3
Cc1ccc(NC(=S)c2nc3ccccc3[nH]2)c(C)c1,17,-6
Cc1cc(NC(=O)C(C)SCC(=O)Nc2cc(C(F)(F)F)ccc2N2CCOCC2)no1 (stereo unspecified),2,-4
C#CCNC(=O)C1=C[C@@H](c2coc3ccccc3c2=O)C[C@@H](OCc2ccc(CO)cc2)O1,0,7

# (listing goes on)
SMILES,H9c2 TAG inh,H9c2 TAG inh DAPI viability
Cc1ccc(NS(=O)(=O)c2ccc(NC(=O)C3CC3)cc2)c(C)c1,-5,4
Cc1ccc(S(=O)(=O)c2ccc([N+](=O)[O-])o2)cc1,77*,-42*
Cc1ccc(C(=O)N2CCC3(CC2)Oc2ccc(F)cc2C(=O)C32CC(c3ccccc3)=NO2)s1 (stereo unspecified),-5,-2
CCCCC[C@H](O)/C=C/[C@@H]1[C@@H](C/C=C\CCCC(=O)O)[C@@H](O)C[C@H]1O,-20,19
CCS(=O)(=O)N1CCN(c2c(Cl)cccc2[N+](=O)[O-])CC1,-13,-3
O=C(CNc1ccccc1)N/N=C/c1ccc([N+](=O)[O-])cc1,2,-8
FC(F)(F)c1ccc(C2[C@H]3CN(Cc4cccnc4)[C@H](c4ccccc4)C34CC2(c2ccccc2)C4)cc1 (stereo partly specified),30,-16
Cn1c(=O)[nH]c(=O)c2c1nc(N1CCNCC1)n2CCOc1ccccc1,2,3
COc1ccc(C(=O)c2c3ccc([N+](=O)[O-])cc3[n+]([O-])n2CCCN)cc1,34,-9
CCc1ccc(NC(=O)CS(=O)CC(=O)NC(C)CCc2ccco2)cc1 (stereo unspecified),15,-12
COc1ccc(C(CCN2CCCC2)c2c(O)cc(OC)cc2OC)cc1 (stereo unspecified),2,0
CCN(CC(=O)NCc1ccc(Cl)cc1)C(=O)CSCC(=O)Nc1ccc(OC)cc1,5,4
COc1ccc(N2C(=O)CC(N3CCN(c4ccc(S(=O)(=O)N5CCCC5)cc4)CC3)C2=O)cc1 (stereo unspecified),-9,-3
O=C(COC(=O)CNC(=O)c1ccco1)Nc1ncc(Cl)cc1Cl,-9,0
CCCc1ccc(C(=O)NNc2cc(Cl)ccc2Cl)cc1,-13,7
COc1ccc(/C=N/NC(=O)c2nc(Cl)c(Cl)c(N)c2Cl)cc1COc1ccccc1F,-14,10
C/C(=C/CCC(C)[C@H]1CC[C@@]2(C)C3=C(CC[C@]12C)[C@@]1(C)CCC(=O)C(C)(C)[C@@H]1CC3)C(=O)O (stereo partly specified),-19,-4
CCCn1c(=O)n(C)c(=O)c2c(SCC(=O)NC34CC5CC(CC(C5)C3)C4)nc(CC(C)C)nc21,27,-12
Cn1nc(C(C)(C)C)c(NC(=O)c2cccs2)c1C(C)(C)C,-1,2
O=C(CCSc1nc(-c2ccccc2)c(-c2ccccc2)o1)N1CCCCC1,-4,4
CC(C)COc1ccc(C(=O)OCCN2CCOCC2)c(O)c1,-18,0
COc1ccc(S(=O)(=O)N2CCCCCC2)cc1C(=O)OCC(=O)NC(N)=O,5,-2
c1ccc(SCCCCNC2CCCC2)cc1,9,-5
COc1cc(/C=C/C(=O)OCC(=O)Nc2cc(S(=O)(=O)N3CCCC3)ccc2Cl)cc(OC)c1OC,-3,-1
CC1CN(Cc2nc3c(c(=O)n(C)c(=O)n3C)n2CCc2ccccc2)CC(C)O1 (stereo unspecified),1,-12
O=C(CN1C(=O)COc2ccc(Cl)cc21)Nc1nccs1,11,-3
CC(C)C[C@@H](C)C(=O)N(Cc1ccccc1)c1ccccc1,10,-6
CC(=O)Nc1cc(-c2cccc(NS(C)(=O)=O)c2)cn2c(-c3ccccc3)cnc12,-14,3
CCN(CC)S(=O)(=O)c1ccc(C)c(NS(=O)(=O)c2cc(/C=C/C(=O)O)cc(OC)c2OC)c1,-10,7
O=C(Cn1nnc2ccccc21)c1ccc([N+](=O)[O-])cc1,-2,11
Cc1cccc(C)c1NC(=O)CN(C)C(=O)[C@H](C)NC(=O)c1ccco1,10,5
CCc1ccc(C(=O)COC(=O)C(Cc2ccccc2)NC(=O)C2CCC(C)CC2)cc1 (stereo unspecified),8,-3
O=C(Nc1ccccc1N1CCN(C(=O)c2ccccc2)CC1)c1ccc(Cl)cc1,3,4
CN(CC(=O)NCC1CCCCC1)CC(=O)Nc1ccccc1Br,-7,0
CCOc1ccc(NC(=O)CCC(=O)NNC(=O)Nc2cccc(Cl)c2)cc1,0,8
CCOC(=O)N1CCN(CCC(=O)Nc2ccc(Br)cc2)CC1,3,-10
O=C(NC(Cc1c[nH]c2ccccc12)C(=O)Nc1ccc(F)cc1)c1cccs1 (stereo unspecified),-23,-4
Cn1c(/C(C#N)=C/c2cccc(O)c2)nc2ccccc21,-13,-4
Cc1cc(Cl)ccc1C(O)c1ncc(-c2ccc(C(F)(F)F)cc2)[nH]1 (stereo unspecified),-21,1
COc1ccc(OC)c(-c2nnc(NC(=O)C(C)Sc3nncn3C)s2)c1 (stereo unspecified),-3,-6

# Among those listed so far, these contain a cyano group.
SMILES,H9c2 TAG inh,H9c2 TAG inh DAPI viability
COc1ccc(C(C#N)=Cc2cccc(OC)c2OC)cc1,9,-10
Cn1c(/C(C#N)=C/c2cccc(O)c2)nc2ccccc21,-13,-4

# Other records follow:
SMILES,H9c2 TAG inh,H9c2 TAG inh DAPI viability
CCc1nnc(NC(=O)c2cc(-c3ccc(C)o3)nc3ccccc23)s1,9,6
CSCCC(NC(=O)c1cc(C)oc1C)C(=O)O (stereo unspecified),12,-4
Cc1ccc2[nH]cc(CCNS(=O)(=O)c3ccc(F)cc3)c2c1,-9,7
CCCNC(=O)CCC(=O)Nc1ncc(-c2ccc(C)cc2)n1C,-40,6
COC(=O)C1=C(C)N(CC2CC2)C(=NCc2cc(OC)c(OC)c(OC)c2)N[C@H]1c1ccccc1,-3,47
CCOC(=O)Cn1c(=O)oc2cc(S(=O)(=O)N(C)Cc3ccccc3)ccc21,5,-6
CCc1nc2c(OCC(N)=O)cccn2c1N(C)C(=O)c1cccs1,17,14
Cc1cc(C(=O)OCC(=O)NCc2ccc(F)cc2)c2ccccc2n1,5,5
CCCCn1c(N)c(N(CC)C(=O)c2cccc(S(=O)(=O)N3CCCc4ccccc43)c2)c(=O)[nH]c1=O,-8,-7
CCOc1cc(C(=S)N2CCCC2)ccc1OCc1ccccc1,-18,6
Cc1nnc(SC(C)C(=O)Nc2ccc3ccccc3c2)n1C (stereo unspecified),-18,-5
COc1ccc(-c2csc(/C=C/c3ccc4c(c3)OCO4)n2)cc1OC,15,-2
Cc1cc(S(=O)(=O)N2CCCC(N(C)CCc3ccccn3)C2)c(C)s1 (stereo unspecified),-6,7
COc1ccc(CCNC(=O)c2cc(S(=O)(=O)N3CCC4(CC3)OCCO4)ccc2F)cc1OC,0,5
CC1C(=O)CC(c2ccccc2)N(C)C1c1ccccc1 (stereo unspecified),27,-22
CCc1nc2ccc(C(=O)N3CCN(S(=O)(=O)CC)CC3)cn2c1N(C)C(=O)C1CCCCC1,1,-6
N/C(=N\OC(=O)CCCOc1ccccc1)c1ccccc1,-3,-8
CS(=O)(=O)C1=C(O)C(=O)N(CCCC(=O)O)C1c1ccccc1F (stereo unspecified),0,-3
COc1ccc(CCNC(=O)C2CCN(C(=O)c3cccs3)CC2)cc1,5,-14
C=CCSc1nc(N)c(C(=O)Nc2ccccc2)cc1C#N,17,19

# An excerpt of these results, tab-delimited:
mol	H9c2 TAG inh	H9c2 TAG inh DAPI viability
CS(=O)(=O)C1=C(O)C(=O)N(CCCC(=O)O)C1c1ccccc1F (stereo unspecified)	0	-3
COc1ccc(-c2csc(/C=C/c3ccc4c(c3)OCO4)n2)cc1OC	15	-2
C=CCSc1nc(N)c(C(=O)Nc2ccccc2)cc1C#N	17	19

# Next entries follow.
SMILES,H9c2 TAG inh,H9c2 TAG inh DAPI viability
O=C(O)CC1(CC(=O)Nc2cc(F)ccc2Cl)CCCCC1,-6,1
CC1(C)CC(=O)C(C(c2ccc(F)cc2)C2C(=O)CC(C)(C)CC2=O)C(=O)C1,6,-6
CC(=O)Nc1nnc(SCC(=O)Nc2ccc3c(c2)OCCO3)s1,9,0
CCOC(=O)C1=C(N)Oc2cc(C)[nH]c(=O)c2C1c1ccncc1 (stereo unspecified),-5,10
CCOc1ccc(N=C(/C(C(=O)C(=O)N2CCOCC2)=C(/O)c2ccccc2)c2ccccc2)cc1,-4,-6
Cc1ccc(C)c(-n2c(Cc3cc(=O)[nH]c(=O)[nH]3)nnc2SCC(=O)NCc2ccco2)c1,-11,12
CC(NC(=O)CN(C)CC(=O)Nc1ccc(Cl)cc1)c1ccc(F)cc1 (stereo unspecified),3,13
CCN(CC)C(=O)Cn1cc(S(=O)(=O)CC(=O)NC2CCCCC2)c2ccccc21,-5,0
C#CC[N+](C)(C)CC#Cc1ccc(C)cc1,-15,12

# Pulled one by one from above, four records:
SMILES,H9c2 TAG inh,H9c2 TAG inh DAPI viability
CCN(CC)C(=O)Cn1cc(S(=O)(=O)CC(=O)NC2CCCCC2)c2ccccc21,-5,0
C#CC[N+](C)(C)CC#Cc1ccc(C)cc1,-15,12
Cc1ccc(C)c(-n2c(Cc3cc(=O)[nH]c(=O)[nH]3)nnc2SCC(=O)NCc2ccco2)c1,-11,12
O=C(O)CC1(CC(=O)Nc2cc(F)ccc2Cl)CCCCC1,-6,1
